From PubChem
TbMetRS inhib: blocks T. brucei methionyl-tRNA synthetase activity; purified T. brucei MetRS, ATP depletion, Kinase-Glo luminescence; AID 624268; 360,000 tested, 0.4% active; inhibition, % at 11.9 µM;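 active means inhibition above a per-plate cutoff of the control wells' mean inhibition plus 3 SD, cut at about 5.5% in these data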;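 further: 0% = DMSO wells median and 100% = median of wells with control inhibitor compound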
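Material: T. brucei methionyl-tRNA synthetase, purified; reagent: substrates ATP, L-methionine and bulk Escherichia coli tRNA; dosing: 11.9 µM single point; timing: 15 min plus 2 h at 25 °C; detection: luminescence of leftover ATP; evaluation: % inhibition; control set: DMSO-only wells as low control; replicates: singlicate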
Scp1 inh: inhibitors of human Scp-1 phosphatase; Q9GZU7; 340,000 tested, 0.88% active; inhibition, % at 20 µM; AID 493091; Recombinant Scp1, phosphopeptide, malachite green phosphate absorbance;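 active means inhibition above about 50% at 20 µM, limit read from the data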;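 further: plate controls were DMSO wells with enzyme for no effect and wells lacking enzyme for full effect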
Target sequence (Q9GZU7 76-261 limits assumed): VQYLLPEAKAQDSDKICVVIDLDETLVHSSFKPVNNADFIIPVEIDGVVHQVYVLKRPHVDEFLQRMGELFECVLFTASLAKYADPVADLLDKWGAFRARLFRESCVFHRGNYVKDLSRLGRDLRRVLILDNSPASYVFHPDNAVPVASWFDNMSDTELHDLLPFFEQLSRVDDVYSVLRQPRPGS
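Test system: SCP-1 phosphatase catalytic domain, residues 76-261 | Compound dosing: One concentration, 20 µM, with 1.0% DMSO | Schedule: 45 min room-temperature reaction, 5 min colour, 30 min stabiliser | Detection: Absorbance at 630 nm | Read-out basis: % inhibition of SCP-1 phosphate liberation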
LMPTP block: blocks human LMPTP phosphatase. recombinant LMPTP-A, OMFP fluorogenic substrate, fluorescence intensity. inhibition, % at 20 µM. 360,000 tested, 0.22% active;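 active means compounds that cut the enzyme signal by at least half of the control window in the single-dose screen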;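 further: plate controls were DMSO wells with enzyme plus substrate for no effect and substrate without enzyme for full effect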
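Test system – LMPTP-A phosphatase enzyme · Quantity – 0.625 nM LMPTP-A final · Reagent – OMFP substrate, 400 µM final · Dosing – one test concentration per compound, 20 µM, with 3% DMSO overall · Timing – 50 min enzyme reaction at room temperature, protected from light · Detection – fluorescence intensity · Controls – substrate-only low control, DMSO enzyme-plus-substrate high control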
DNMT1 block: inhibitors of human DNMT1; P26358; DNMT1 molecular beacon, Hinp1I cleavage, fluorescence; inhibition (reported as % activation of signal), % at 10 µM; 360,000 tested, 0.83% active; in the data active means inhibition above about 50%
SUMO1-SIM PPI: SUMO1-SIM interaction modulation | inhibition, % at 20 µM | SUMO1 binding to a labelled peptide, TR-FRET, 1 h | AID 602429 | 360,000 tested, 0.33% active | P63165; in the data active means inhibition above about 37%
Neddyl block: cullin neddylation inhibition. 360,000 tested, 0.58% active. TR-FRET cullin neddylation, biochemical. P61081+Q13564. AID 651699. calls only at 25 µM; in the data active means inhibition above about 36%
Target sequence (P61081 whole entry, looked up): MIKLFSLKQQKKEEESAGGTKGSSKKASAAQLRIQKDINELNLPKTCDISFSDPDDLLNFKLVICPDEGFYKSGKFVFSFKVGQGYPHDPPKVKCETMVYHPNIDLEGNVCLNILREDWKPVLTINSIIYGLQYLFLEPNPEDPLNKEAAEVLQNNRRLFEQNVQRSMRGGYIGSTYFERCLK
Target sequence (Q13564 whole entry, looked up): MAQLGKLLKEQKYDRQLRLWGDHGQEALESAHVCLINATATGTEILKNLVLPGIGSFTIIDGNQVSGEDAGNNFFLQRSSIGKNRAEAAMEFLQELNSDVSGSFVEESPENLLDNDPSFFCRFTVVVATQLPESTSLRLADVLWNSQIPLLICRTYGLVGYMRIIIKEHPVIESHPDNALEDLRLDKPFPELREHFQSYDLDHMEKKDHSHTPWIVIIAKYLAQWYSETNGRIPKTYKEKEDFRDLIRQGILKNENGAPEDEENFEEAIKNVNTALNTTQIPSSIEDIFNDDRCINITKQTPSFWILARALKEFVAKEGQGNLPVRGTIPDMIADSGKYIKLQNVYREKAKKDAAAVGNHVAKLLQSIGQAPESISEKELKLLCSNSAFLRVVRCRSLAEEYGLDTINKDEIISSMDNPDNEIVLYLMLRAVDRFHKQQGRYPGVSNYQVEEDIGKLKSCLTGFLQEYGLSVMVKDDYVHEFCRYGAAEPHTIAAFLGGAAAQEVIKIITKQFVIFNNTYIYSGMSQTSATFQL
NRP1-CendR mod: modulators of CendR peptide binding to human neuropilin-1 | O14786 | FAM-RPARPAR peptide binding to NRP-1, fluorescence polarization | inhibition, % at 25 µM | 360,000 tested, 0.85% active | AID 602438;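 active means inhibition or corrected inhibition above about 18%, plus a signal ratio from 0.5 to 1.5, limit read from the data, passing the limit was not always enough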; further: strong numbers were not always called active
NadD inh: inhibitors of Staphylococcus aureus NadD; 360,000 tested, 0.78% active; purified NadD enzyme, colorimetric absorbance read-out; AID 602399; inhibition, % at 20 µM; in the data active means inhibition above about 26%; further: some compounds past the cut are filed as inactive
SKN-1 block: blocks SKN-1 activity in C. elegans; C. elegans VP596 Pgst-4::GFP/RFP ratio, acrylamide-induced, 24 h; inhibition, % at 21.8 µM; 360,000 tested, 0.49% active;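 active means interference check ratio from 0.5 to 1.5 plus GFP to RFP signal ratio inhibition reaching or exceeding a fixed threshold, cut at about 30% in these data, passing the limit was not always enough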; further: some compounds called inactive have numbers as strong as hits
STEP block: inhibitors of human striatal-enriched phosphatase STEP; P54829; recombinant STEP, OMFP fluorogenic substrate, fluorescence; inhibition, % at 20 µM; 360,000 tested, 0.25% active;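 active means inhibition at 20 µM, scaled per plate between control wells, above about 37%, limit read from the data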;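 further: 0% = DMSO with enzyme and substrate and 100% = substrate only without enzyme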
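material = STEP tyrosine phosphatase | reagent = fluorogenic phosphatase substrate OMFP at 25 µM final | doses = single compound dose of 20 µM, 1% DMSO final | schedule = 20 min reaction, room temperature, in the dark | measured by = fluorescence, 480/540 nm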
Numbers without * were called inactive; i = inactive; . = no result given.

entry	molecule	NRP1-CendR mod	Scp1 inh	NadD inh	DNMT1 block	TbMetRS inhib	Neddyl block	LMPTP block	SKN-1 block	SUMO1-SIM PPI	STEP block
1	CCOC(=O)Cc1nn2c(=O)cc(C)nc2s1	-15	-3	-3	-1	-1.8	i	-0.9	1	2	-2
2	CC1CN(C(=O)c2cccc(S(=O)(=O)N3CCN(c4ccccc4)CC3)c2)CC(C)O1 (stereo unspecified)	2	-9	-3	1	-0.3	i	-0.6	10	2	-3
3	CCOC(=O)N1CCN(CC(=O)Nc2nc3ccccc3s2)CC1	0	-6	-5	2	0.5	i	-0.9	-4	-2	-2
4	C=CCN(c1ccc(OC)cc1)S(=O)(=O)c1ccc(Cl)c(C(=O)OCC(=O)NC2CC2)c1	8	-6	-7	-2	0.3	i	0.6	15	8	0
5	Clc1ccc(CSc2nnc(/C=C/c3ccccc3)o2)c(Cl)c1	8	-9	0	-8	-1.0	i	3.9	2	-2	1
6	Cc1ccc2c(CC(=O)N(CC3CCCO3)c3c(N)n(Cc4ccccc4)c(=O)[nH]c3=O)coc2c1 (stereo unspecified)	-12	0	2	0	-0.2	i	0.3	8	-5	1
7	O=[N+]([O-])/C=C/c1cn(Cc2ccc(F)cc2)c2ccccc12	17	-8	-1	1	-1.5	i	1.4	-21	-6	-1
8	O=C(O)C1=C(C(=O)Nc2cc(C(F)(F)F)ccc2Cl)CCCC1	-5	-1	7	0	0.1	i	1.7	5	3	2
9	C=CCNC(=O)c1n[nH]c2c1CC(C(C)(C)CC)CC2 (stereo unspecified)	8	-6	6	4	-0.3	i	0.1	-1	-3	-1
10	CC(C)C[C@@]12C(=O)N(c3cccc(F)c3)C(=O)N1[C@H](c1ccc(Br)cc1)[C@@H]1C(=O)N(C(C)(C)C)C(=O)[C@@H]12	12	-5	-6	-20	-0.1	i	-0.2	0	-1	1
11	COc1ccc(C2=NS(=O)(=O)N(C)C(C(=O)NCc3ccco3)=C2)cc1OC	-4	13	2	-3	-0.3	i	1.1	-2	-25	2
12	COc1ccccc1CN(C)C(=O)COC(=O)c1ccc(Cl)nc1	-1	-10	2	1	-0.2	i	-1.3	9	1	0
13	OC[C@@H]1CN(Cc2ccc3c(c2)OCO3)C[C@H](n2cnc3c(NCc4ccncc4)ncnc32)O1	-8	.	4	6	-0.2	i	-1.6	8	0	-3
14	CN1CCN(C(=S)NC(=O)c2ccc(Cl)cc2)CC1	2	34	8	-1	0.5	i	29	-19	-2	4
15	Cc1ccc(C(c2c(NC(=O)c3ccco3)sc(C)c2C)N2CCOCC2)cc1 (stereo unspecified)	1	.	17	3	-0.3	.	5.0	17	-1	5
16	COCC(C)n1c(SC(C)C(=O)NC2CCCCC2C)nc2ccccc2c1=O (stereo unspecified)	16	-5	-14	1	-0.5	i	0.3	21	-2	1
17	CCCCNC(=O)C1(O)c2cc(Br)ccc2NC(=O)N1c1cccc(OC)c1 (stereo unspecified)	8	-9	-4	1	-0.2	i	-0.9	1	3	1
18	Cc1ccsc1CN(C)CC(=O)N(C)CC(=O)Nc1c(Cl)cccc1Cl	-2	.	-2	2	0.1	i	-1.8	1	0	1
19	Cc1c(C(=O)Nc2cccc([N+](=O)[O-])c2)sc2ncn(CC(=O)N3CCOCC3)c(=O)c12	7	-1	-6	0	0.0	i	0.0	-7	-22	-1
20	Cc1ccc(S(=O)(=O)CCC(=O)OCC(=O)NCCc2ccccc2)cc1	5	-3	-3	0	-0.3	i	0.6	0	-1	-1

The closing 5 compounds of the part before open the next one:
entry	molecule	NRP1-CendR mod	Scp1 inh	NadD inh	DNMT1 block	TbMetRS inhib	Neddyl block	LMPTP block	SKN-1 block	SUMO1-SIM PPI	STEP block
16	COCC(C)n1c(SC(C)C(=O)NC2CCCCC2C)nc2ccccc2c1=O (stereo unspecified)	16	-5	-14	1	-0.5	i	0.3	21	-2	1
17	CCCCNC(=O)C1(O)c2cc(Br)ccc2NC(=O)N1c1cccc(OC)c1 (stereo unspecified)	8	-9	-4	1	-0.2	i	-0.9	1	3	1
18	Cc1ccsc1CN(C)CC(=O)N(C)CC(=O)Nc1c(Cl)cccc1Cl	-2	.	-2	2	0.1	i	-1.8	1	0	1
19	Cc1c(C(=O)Nc2cccc([N+](=O)[O-])c2)sc2ncn(CC(=O)N3CCOCC3)c(=O)c12	7	-1	-6	0	0.0	i	0.0	-7	-22	-1
20	Cc1ccc(S(=O)(=O)CCC(=O)OCC(=O)NCCc2ccccc2)cc1	5	-3	-3	0	-0.3	i	0.6	0	-1	-1
21	COc1ccc(NC(=O)COC(=O)CNC(=O)COc2ccccc2)cc1OC	-2	16	-7	0	-0.7	i	0.1	5	-1	-2
22	COc1ccccc1C1/C(=C(/O)c2ccc(C)cc2)C(=O)C(=O)N1CCN1CCOCC1 (stereo unspecified)	0	-10	0	-3	-0.1	i	-0.9	-3	-5	2
23	O=C(Cn1nnc2ccccc2c1=O)NCc1ccco1	1	9	0	10	-1.5	i	-1.6	-17	-9	1
24	Fc1ccccc1-c1n[nH]c(=S)n1C1CC1	-5	.	-3	-2	0.1	i	-0.2	-3	2	2
25	CC1Cc2ccccc2N1C(=S)NC(=O)c1ccco1 (stereo unspecified)	-25	-7	-2	-1	-0.7	i	-0.5	2	15	-2
26	Cc1cn2c(N)c(C=C3C=C(Cl)C(=O)C(Cl)=C3)c(=O)nc2s1	-35	3	10	5	0.3	i	0.0	-10	-6	-6
27	Cc1[nH]c(SCC(=O)Nc2cc(S(C)(=O)=O)ccc2Cl)nc1Cc1ccccc1	1	-4	4	-5	-0.2	i	0.7	6	2	-2
28	CC(=O)c1cccc(NC(=O)C(CC(C)C)NC(=O)C2CCCCC2)c1 (stereo unspecified)	-20	-4	-10	0	-0.3	i	-1.7	-4	-4	0
29	COc1ccc(C(=O)Nc2sc(C(=O)N(C)C)c(C)c2C#N)cc1[N+](=O)[O-]	0	4	2	0	-0.9	i	-1.1	-9	-2	2
30	C=CCOC(=O)C1=C[C@H](c2ccc(C(F)(F)F)cc2)[C@@H](CCCO)[C@H](OCC)O1	11	-6	-8	1	-0.4	i	2.3	2	3	0
31	O=C(c1ccc(Cl)c(S(=O)(=O)N2CCCC2)c1)N1CCN(Cc2ccccc2)CC1	4	31	8	19	-0.1	i	-0.6	0	4	2
32	COC1=C(NCc2ccc3c(c2)OCO3)C(=O)C(OC)=C(NCc2ccc3c(c2)OCO3)C1=O	4	-8	0	11	0.1	i	1.1	13	-13	1
33	COc1cccc(CNC(=O)CCCc2nnc3n(C)c(=O)c4sccc4n23)c1	21	-2	2	5	-0.7	i	-0.6	7	-2	0
34	CSc1ncccc1C(=O)OCC(=O)N1CCc2ccccc21	5	-10	0	-3	0.1	i	0.3	17	-4	-2
35	O=c1cc([O-])[n+]2c3n1CCCN3CCC2	-3	-5	-5	2	-0.8	i	-3.3	11	-1	-2
36	O=C1CC(c2ccc(F)cc2)Cc2nc(NCc3ccco3)ncc21 (stereo unspecified)	8	10	3	1	-0.1	i	-0.2	-20	4	-1
37	Clc1cc(Cl)c(OCCCCn2cncn2)c(Cl)c1	14	-4	4	0	-0.1	i	-2.4	1	-2	-1
38	Cc1cc(C)c2c(CN(Cc3ccccc3)Cc3ccccc3)cc(=O)oc2c1	2	.	4	0	-0.8	i	4.2	6	3	5
39	COC(=O)c1ccc(/C=N/Nc2nc(-c3ccc(C)cc3)cs2)cc1	-6	0	6	-3	-0.4	i	2.4	7	2	-3
40	O=C1N=c2ccccc2=C1c1sc(NS(=O)(=O)c2ccccc2)nc1O	-15	3	4	1	-0.5	i	4.8	-8	-1	12

More compounds follow:
entry	molecule	NRP1-CendR mod	Scp1 inh	NadD inh	DNMT1 block	TbMetRS inhib	Neddyl block	LMPTP block	SKN-1 block	SUMO1-SIM PPI	STEP block
41	CSc1ncnc2c1ncn2CCCN1CCN(C(=O)C2CC2)CC1	5	.	1	2	-1.5	i	0.4	-13	3	-2
42	COc1cc(NC(=O)c2ccco2)c(OC)cc1NC(=O)CSc1ncc(-c2ccc(F)cc2)[nH]1	10	-1	6	-5	-0.1	.	1.2	8	0	2
43	Cc1nc(NC(C)c2ccccc2)sc1C(=O)Nc1ccccc1 (stereo unspecified)	1	9	-1	4	-0.8	i	0.1	8	3	-1
44	CCOC(=O)c1sc(SC)c(C(C)=O)c1C	6	-2	-2	-6	-1.9	i	0.6	8	-10	-1
45	O=C(O)C1CCCCC1C(=O)NCc1ccc(F)cc1 (stereo unspecified)	4	-6	3	0	-1.5	i	-0.4	-6	0	-2
46	Cc1noc(C)c1COc1ccc(CC(=O)NCCc2ccccc2)cc1	4	-11	-7	1	0.1	i	-2.3	2	0	-4
47	COc1ccc(C2CC(=O)Nc3cc(OC)c(OC)cc32)cc1 (stereo unspecified)	12	.	-6	4	0.5	i	-0.8	-25	4	2
48	O=C(NNC1=NCCC1)c1cccc(S(=O)(=O)N2CCCCC2)c1	-6	6	-2	2	-1.6	i	0.4	-1	3	1
49	COc1cc(C(=O)NC(=S)Nc2ccc(Cc3ccncc3)cc2)cc(OC)c1OC	-3	-10	-1	-8	-0.3	i	0.2	7	2	3
50	O=C(C1=C[C@H](C2CCCCC2)C[C@H](OCc2ccc(CO)cc2)O1)N1CCOCC1	12	-8	-1	6	-0.2	i	0.0	3	-1	-2
51	CCN(C(=O)c1ccc2c(SCC(=O)O)c3c(nc2c1)CCC3)c1cc(Cl)ccc1OC	-1	6	7	0	0.3	i	-0.3	13	-2	2
